PMI activator = increases human mannose-6-phosphate isomerase activity. P34949. purified human PMI, coupled resazurin fluorescence, 20 min; active compounds read high; 1 = vehicle control, 0 substrate-free wells. activation factor at 20 µM. 0.005% of 190,000 active. AID 1214;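 active means activation factor of 2 or more at 20 µM, relative to plate controls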
Target sequence (P34949 whole entry, looked up): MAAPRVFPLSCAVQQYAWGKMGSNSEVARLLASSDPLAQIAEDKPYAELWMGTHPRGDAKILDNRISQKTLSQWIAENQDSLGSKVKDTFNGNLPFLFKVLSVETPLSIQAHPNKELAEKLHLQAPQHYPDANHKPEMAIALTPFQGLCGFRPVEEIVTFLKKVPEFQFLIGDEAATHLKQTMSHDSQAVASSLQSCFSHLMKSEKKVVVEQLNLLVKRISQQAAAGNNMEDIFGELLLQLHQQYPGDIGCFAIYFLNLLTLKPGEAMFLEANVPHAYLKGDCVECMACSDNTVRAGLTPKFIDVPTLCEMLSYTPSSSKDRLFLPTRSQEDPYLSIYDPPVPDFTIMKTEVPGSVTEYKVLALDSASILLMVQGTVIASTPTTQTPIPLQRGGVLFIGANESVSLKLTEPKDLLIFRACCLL
ROMK mod = modulates human ROMK potassium channel activity; P48048; Tet-inducible ROMK, thallium flux fluorescence; actives lie on both sides; B-score at 10 µM; 2% of 130,000 active; AID 1918;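 active means signal ratio slope over the read window, or its plate-corrected B-score, at least 3 SD from the plate mean, either direction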;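 further: B-score of the F/F0 ratio slope over 7 to 12 s after thallium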
PPARg SRC1 recr = PPARgamma-driven SRC-1 recruitment agonism; activation, % at 8 µM; 0.41% of 200,000 active; P37231; AID 631; PPARgamma-SRC-1 coactivator recruitment biochemical assay; in the data active means activation above about 19%;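 further: 0% = DMSO and 100% = reference agonist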
SRC2 TRFRET art = counter-screen for PPARgamma SRC-2 recruitment agonists: TR-FRET artefact; AID 1049; active compounds read high; TR-FRET ratio at 8 µM; 0.4% of 200,000 active; in the data active means TR-FRET ratio above about 2000; further: inactives centre near 1500
S1P3 antag = blocks the human S1P3 receptor | Q99500 | inhibition, % at 4.98 µM | CHO S1P3 NFAT-BLA reporter, FRET fluorescence, antagonist mode | AID 485 | 0.27% of 170,000 active;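 active means inhibition above the plate cutoff, the mean inhibition of test wells on that plate plus 3 SD, cut at about 28% in these data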;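 further: cells challenged with S1P at its EC80 of 0.8 µM; blue over green emission ratio from cleaved BLA substrate after 4 h stimulation; 0% = S1P-stimulated wells and 100% = unstimulated DMSO-only wells; some compounds past the cut are filed as inactive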
Target sequence (Q99500 whole entry, looked up): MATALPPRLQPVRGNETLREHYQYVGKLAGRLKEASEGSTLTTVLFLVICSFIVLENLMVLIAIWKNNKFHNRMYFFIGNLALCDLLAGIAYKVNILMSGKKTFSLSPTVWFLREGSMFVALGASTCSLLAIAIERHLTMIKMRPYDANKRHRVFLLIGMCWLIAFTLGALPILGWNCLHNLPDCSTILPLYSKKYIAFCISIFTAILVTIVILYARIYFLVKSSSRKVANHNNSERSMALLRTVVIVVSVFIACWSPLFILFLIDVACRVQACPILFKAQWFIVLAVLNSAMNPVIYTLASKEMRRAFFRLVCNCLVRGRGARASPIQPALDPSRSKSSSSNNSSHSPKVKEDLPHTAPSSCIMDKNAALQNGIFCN
Diaph act CS = diaphorase activation or chemical reduction counter-screen; Diaphorase/resazurin coupled assay, resorufin fluorescence, 16 min; active compounds read high; 1 = vehicle wells, 0 = NADH-free wells; activation factor at 20 µM; 0.005% of 190,000 active; AID 1229;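 active means diaphorase activity raised at least twofold by the compound at 20 µM; inactive means activation factor below 2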
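Material: Purified diaphorase enzyme from Clostridium kluyveri | Buffer or medium: 50 mM HEPES pH 7.4 with 4.542 mM MgCl2, 0.005% Tween 20 | Times: 16 min enzyme reaction, ambient temperature | Signal: Red resorufin fluorescence at 544/590 nm excitation/emission | Measure: Increased resorufin signal from activators or reducing compounds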
G6PDH CS = counter-screen for G6PDH assay hits: L. mesenteroides G6PDH inhibition; 0.12% of 200,000 active; inhibition, % at 5 µM; Purified L. mesenteroides G6PDH, diaphorase/resazurin coupled fluorescence, 45 min; AID 1020; in the data active means inhibition above about 50%
Diaphorase inh = diaphorase inhibition or chemical oxidation counter-screen; inhibition, % at 20 µM; 0.69% of 190,000 active; diaphorase resazurin-to-resorufin fluorescence, NADH, 16 min; bacterial (C. kluyveri) enzyme, not human;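 active means primary screen inhibition at 20 µM above a set limit, cut at about 50% in these data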;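 further: plate controls were DMSO with full reaction for no effect and wells lacking NADH for full effect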
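material = Clostridium kluyveri diaphorase enzyme | amount = 0.14 U/mL diaphorase, enzyme working solution | schedule = incubation 16 min, room temperature | detection = fluorescence of resorufin formed from resazurin, Ex 544/Em 590 nm | benchmarks = positive control minus NADH, DMSO neutral control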
PMI act satM6P = activators of human phosphomannose isomerase at near-saturating mannose 6-phosphate. P34949. coupled PMI enzyme assay, resazurin fluorescence, 20 min; active compounds read high; 1 = untreated enzyme, 0 = substrate-free blank. activation factor at 20 µM. 0.34% of 190,000 active;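 active means activation factor of 2 or more at 20 µM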
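Material: human phosphomannose isomerase with PGI, G6PDH, diaphorase coupling enzymes / Reagent: Man-6-P substrate 1.0 mM / Dosing: single compound dose of 20 µM, 1% DMSO final / Incubation: enzyme reaction with compound 20 min at room temperature / Signal: resorufin fluorescence (Ex 544/Em 590 nm) from resazurin via diaphorase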
PPARg SRC-2 ag = PPARgamma-driven SRC-2 recruitment agonism. P37231. PPARgamma LBD-SRC-2 recruitment, biochemical. activation, % at 8 µM. 0.34% of 200,000 active; in the data active means activation above about 22%;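 further: 0% = vehicle and 100% = reference agonist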
PPARg SRC-3 ag = PPARgamma-driven SRC-3 recruitment agonism; P37231; biochemical PPARgamma/SRC-3 coactivator recruitment assay; activation, % at 8 µM; 0.26% of 200,000 active; in the data active means activation above about 23%;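 further: 0% = DMSO and 100% = reference agonist; some compounds past the cut are filed as inactive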
The depositor's hits bear a star; nt = not tested or not shown.

SMILES | PMI activator | ROMK mod | PPARg SRC1 recr | SRC2 TRFRET art | S1P3 antag | Diaph act CS | G6PDH CS | Diaphorase inh | PMI act satM6P | PPARg SRC-2 ag | PPARg SRC-3 ag
CCOC(=O)C(C)(C)N(Cc1cccc(C)c1)S(=O)(=O)c1cccc([N+](=O)[O-])c1 | 0.9 | nt | -4 | 1503 | 14 | 1 | -4 | 4 | 1 | 1 | 3
COc1ccc2c(c1OC)C(=O)OC2CC(=O)c1ccc(O)cc1 (stereo not given) | 1.1 | nt | -4 | 1421 | -11 | 1.1 | 11 | -11 | 1.1 | 0 | -3
O=C(CNc1cccc([N+](=O)[O-])c1)N/N=C/c1ccc(F)cc1 | 1 | 0.12 | -3 | 1485 | -3 | 0.9 | 7 | 5 | 1 | -6 | 1
CCCCCCn1c(CN2CCCCC2)nc2c1c(=O)n(C)c(=O)n2C | nt | -1.4 | 5 | 1519 | 8 | nt | nt | nt | nt | 7 | 5
CC(=O)Nc1ccc(C(=O)Nc2ccc(S(=O)(=O)NCC3CCCO3)cc2)cc1 (stereo not given) | 1 | 0.8 | 0 | 1292 | -3 | 0.8 | 0 | 18 | 1 | 1 | -7
Cc1nc2ccc(N=NC3=C(O)CC(C)(C)CC3=O)cc2s1 | 0.9 | 0.11 | -7 | 1431 | -4 | 0.9 | 10 | 14 | 0.8 | -5 | 3
Cc1c(C(=O)O)c(C(=O)O)nc2ccc(N3CCOCC3)cc12 | 0.4 | 0.48 | 4 | 1520 | 7 | 0.5 | 14 | 55* | 0.2 | -1 | 0
CC(=O)c1ccc(OCC(C)C)c(CN2CCCCC2)c1 | 1.1 | nt | 9 | 1679 | -5 | 1 | 3 | 2 | 1.1 | 1 | -2
COc1ccccc1N=C(C)C1=C(O)COC1=O | 1 | -0.91 | 4 | 1451 | nt | 0.9 | 0 | 13 | 1 | 5 | 3
CN(C)C=Nc1c(Br)cc(Br)c2nonc12 | 0.3 | nt | 8 | 1473 | -12 | 0.4 | 44 | 62* | 0.3 | 5 | 6
CC(=O)/C(=C/Nc1ccc(Oc2ccccc2)cc1)c1ccccc1 | 0.9 | nt | 8 | 1784 | nt | 0.9 | 9 | 6 | 0.9 | 6 | 9
CCOC(=O)c1[nH]c2ccc(OC)cc2c1NC(=S)N1CCN(c2cccc(C)c2C)CC1 | 0.8 | nt | -2 | 1454 | -5 | 0.8 | -50 | 16 | 0.8 | 5 | 4
O=C(CSc1nc2ccccc2n1S(=O)(=O)c1cccc([N+](=O)[O-])c1)NCc1cccs1 | 1 | nt | 5 | 1725 | 0 | 0.9 | -12 | 12 | 1 | 3 | 6
O=C(Nc1ccccc1-c1ccccc1)C1CCC1 | 0.9 | 0.4 | -1 | 1583 | 11 | 0.9 | 13 | 10 | 0.9 | 6 | 1
O=C(NCCSCc1c(F)cccc1Cl)c1ccc(CN2CCOCC2)cc1 | 1.1 | -0.68 | 16 | 1471 | 12 | 0.9 | 14 | 10 | 1 | -2 | 2
CC(C)(C)NC(=O)C(c1ccccn1)N(C(=O)c1ccc2c(c1)OCCO2)C1CCCC1 (stereo not given) | 1 | nt | 12 | 1639 | 21 | 1 | -9 | 5 | 1 | 10 | 2
CCC(=O)N1CCc2cc(S(=O)(=O)NCCC(=O)N3CCN(c4ccccn4)CC3)ccc21 | 1 | nt | 7 | 1500 | -43 | 0.9 | -5 | 9 | 1 | 14 | -1
O=C(N[C@@H](Cc1ccc(O)cc1)C(=O)O)c1cccnc1 | 1 | nt | 10 | 1550 | -16 | 0.8 | 3 | 16 | 1.1 | 3 | 0
Cc1cc(C(=O)CSc2nn3c(=O)c(C(C)(C)C)nnc3s2)c(C)n1C | 1.1 | 0.54 | 5 | 1771 | -6 | 1.1 | 5 | -6 | 1 | 10 | 5
O=C(NCCCN1CCCC1=O)c1ccc(OCc2ccccc2)cc1 | 0.9 | 0.23 | -1 | 1541 | nt | 1 | -1 | 4 | 1 | -2 | -14
Cc1cccc2cc(CN(CCN(C)C)C(=S)Nc3ccccc3)c(=O)[nH]c12 | 0.9 | -0.8 | 1 | 1568 | -4 | 1.1 | -4 | -7 | 1 | -1 | -1
Cc1ccc(C(=O)Nc2nnc(C3CCCCC3)s2)o1 | 0.9 | 1.1 | 6 | 1528 | nt | 0.9 | 2 | 11 | 0.9 | 9 | 5
CCNc1ccc(Br)cc(C(=O)/C=C/c2ccc3c(c2)OCO3)c1=O | 0.8 | -0.35 | 4 | 1771 | nt | 0.4 | 38 | 59* | 1 | 12 | 13
O=C(/C=C/c1ccccc1)NC(NC(=S)Nc1cccc(Cl)c1)C(Cl)(Cl)Cl (stereo not given) | 0.9 | nt | -6 | 1489 | nt | 0.9 | 6 | 15 | 0.9 | -5 | -13

Compound profiles, as listed above.
Shown for CC(=O)c1ccc(OCC(C)C)c(CN2CCCCC2)c1 = PMI activator: 1.1; ROMK mod: nt; PPARg SRC1 recr: 9; SRC2 TRFRET art: 1679; S1P3 antag: -5; Diaph act CS: 1; G6PDH CS: 3; Diaphorase inh: 2; PMI act satM6P: 1.1; PPARg SRC-2 ag: 1; PPARg SRC-3 ag: -2
Shown for CCOC(=O)C(C)(C)N(Cc1cccc(C)c1)S(=O)(=O)c1cccc([N+](=O)[O-])c1 = PMI activator: 0.9; ROMK mod: nt; PPARg SRC1 recr: -4; SRC2 TRFRET art: 1503; S1P3 antag: 14; Diaph act CS: 1; G6PDH CS: -4; Diaphorase inh: 4; PMI act satM6P: 1; PPARg SRC-2 ag: 1; PPARg SRC-3 ag: 3

Remaining list, next part.
SMILES | PMI activator | ROMK mod | PPARg SRC1 recr | SRC2 TRFRET art | S1P3 antag | Diaph act CS | G6PDH CS | Diaphorase inh | PMI act satM6P | PPARg SRC-2 ag | PPARg SRC-3 ag
CCOC(=O)c1cc(CC)sc1NC(=O)CSc1nc2ccccc2c(=O)n1Cc1ccco1 | 1 | -0.75 | 5 | 1714 | -9 | 0.9 | -4 | 10 | 1 | -1 | 1
CC(=O)Nc1ccc(C(=O)CSc2nc3ccc(C)cc3[nH]2)cc1 | 1.2 | nt | -2 | 1566 | 4 | 0.9 | 10 | 8 | 1.2 | -2 | 0
O=[N+]([O-])c1ccc(NC2CCN(Cc3ccccc3)CC2)c([N+](=O)[O-])c1 | 1 | -1.5 | 5 | 1604 | -9 | 0.9 | 13 | 7 | 1 | 10 | 4
CC(C)CN1C(=S)SC(C)(C)C1n1oc(=O)n(-c2ccccc2)c1=O (stereo not given) | 0.9 | nt | -1 | 1479 | 2 | 1 | 6 | 0 | 1 | -5 | 0
CCOC(=O)c1cnc2c(C)cc(C)cc2c1Nc1ccc(S(=O)(=O)Nc2ncccn2)cc1 | 0.9 | -1.7 | 3 | 1740 | -3 | 0.9 | 8 | 14 | 0.7 | 3 | 0
Cc1cccc(NC(=O)NC2CC(=O)N(c3ccc4c(c3)OCCO4)C2)n1 (stereo not given) | 1 | -0.075 | -2 | 1646 | -8 | 0.8 | 2 | 18 | 1.1 | 6 | 3
Cc1ccc(N2C(=O)CC(SCC(=O)Nc3ccc(S(N)(=O)=O)cc3)C2=O)cc1 (stereo not given) | 0.8 | -0.11 | 2 | 1493 | -16 | 1 | 4 | -2 | 1 | 1 | 2
Cc1ccc(SCC(=O)Nc2ccc(-c3nc4ccccc4[nH]3)cc2)cc1 | 1.1 | -0.22 | 2 | 1547 | -1 | 0.9 | -4 | 5 | 1 | 0 | 7
O=C1NC(=S)S/C1=C\c1ccc(SCc2ccco2)o1 | 0.9 | -2.8* | 21* | 1647 | 7 | 0.2 | 13 | 81* | 0.9 | 33* | 14
COC(CNC(=O)CNC(=S)N(Cc1ccccc1)Cc1cccnc1)OC | 0.9 | -0.21 | 5 | 1467 | -5 | 0.9 | 2 | 15 | 0.9 | 5 | 4
CC(C)C(=O)Nc1ccc(N2CCN(C(=O)c3cccs3)CC2)cc1 | 0.9 | nt | -1 | 1477 | -6 | 0.8 | 0 | 21 | 0.9 | 7 | -6
COc1ccc(C2CC(C(F)(F)F)n3nc(C(=O)NCc4cn(C)nc4C)c(Cl)c3N2)cc1 (stereo not given) | 0.9 | 0.014 | 2 | 1466 | 16 | 0.9 | -2 | 8 | 0.9 | 2 | 1
CCOC(=O)C1CCCN(C(=O)CSCc2ccccc2)C1 (stereo not given) | 0.6 | nt | 4 | 1665 | nt | 0.9 | 8 | 10 | 0.9 | -1 | 2
O=C(CSc1nnc(-c2cccs2)n1-c1ccccc1)N1CCCC1 | 0.9 | nt | 7 | 1501 | 14 | 1 | 5 | 4 | 1 | -2 | 5
CS(=O)(=O)N(CC(=O)NCC1CCCO1)c1ccc(F)c(Cl)c1 (stereo not given) | 0.9 | 0.022 | -1 | 1532 | -8 | 0.9 | -4 | 7 | 0.9 | 4 | 3
Cc1ccc(/C=C/C(=O)O)cc1S(=O)(=O)NCC1CCCO1 (stereo not given) | 1.1 | -0.41 | 0 | 1522 | -8 | 1 | 8 | 3 | 1.1 | 0 | -2
N#Cc1ccccc1COc1ccc(/C=C/C(=O)O)cc1 | 0.9 | -0.3 | 2 | 1612 | 9 | 1.1 | 15 | -8 | 1.1 | -1 | 6
COc1cc(OC)cc(-c2nnc(SCc3c(F)cccc3Cl)o2)c1 | 1 | nt | 10 | 1531 | -47 | 0.8 | -1 | 15 | 0.9 | -1 | -11
COc1cc(N=C2C(=O)N3c4c(cccc42)C(C)=CC3(C)C)cc(OC)c1 | 0.7 | -0.099 | 1 | 1702 | -4 | 0.8 | 18 | 24 | 0.5 | -3 | 4
Cc1ccc(C(=O)Nc2nc3ccccc3c(=O)s2)cc1 | 1.2 | 1.1 | 3 | 1742 | -50 | 1 | 11 | -5 | 1.5 | 0 | 4
CCOC(=O)c1ccc(CNCc2ccccc2)cc1 | 1 | -0.12 | -3 | 1481 | -7 | 1 | 8 | 2 | 1.1 | -13 | -5
CN(CCOC(=O)c1ccc2c(c1)OCO2)C(C)(C)C | 1.2 | 0.64 | 3 | 1612 | -22 | 1 | -4 | 1 | 1 | -2 | -2
O=C(c1nc2ccccn2c1CNCCCn1ncc2ccccc21)N1CCCC1 | 1 | 0.59 | 1 | 1784 | -6 | 1 | 4 | -2 | 1 | -2 | 1
O=C1N=C(N2CCOCC2)S/C1=C1\C(=O)N(Cc2ccccc2)c2ccccc21 | 1.1 | 0.55 | 1 | 1350 | -9 | 1 | 12 | -3 | 1.1 | 5 | -2

Screens (PubChem BioAssay)
